# Screening data: PubChem BioAssay, National Center for Advancing Translational Sciences (NCATS)
# RXFP1 agonist: agonists of human relaxin receptor RXFP1. Potency, µM (doses to about 57.5 µM), inactives show top-dose activation, hits mostly activators. HEK293T-RXFP1 cAMP TR-FRET, 30 min; response scale: percent of porcine relaxin response, buffer zero. 370,000 tested, 0.3% active. AID 2676. Q9HBX9; further: on the % scale 0 is the no-effect control and ±100 the full control effect; nearly all actives have a fitted effect of over 60% in size; many of its hits are not listed in these tables
#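 HEK293T cells stably expressing RXFP1 were pretreated with the PDE4 inhibitor Ro 20174, exposed to compounds for 30 min at 37C, lysed, and cAMP was read by TR-FRET. Data normalized to buffer (basal) and 29 nM porcine relaxin (100%).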
# TrxR1 substrate: substrates of rat thioredoxin reductase 1; purified TrxR1 substrate turnover, NADPH consumption readout; 390,000 tested, 0.01% active; Potency, µM (top dose mostly 114 µM), for the others: at the top dose activity change, negative = substrate turnover; further: on the % scale 0 is the no-effect control and ±100 the full control effect; nearly all actives have a fitted effect of over 50% in size
# Target sequence (O89049 whole entry, looked up): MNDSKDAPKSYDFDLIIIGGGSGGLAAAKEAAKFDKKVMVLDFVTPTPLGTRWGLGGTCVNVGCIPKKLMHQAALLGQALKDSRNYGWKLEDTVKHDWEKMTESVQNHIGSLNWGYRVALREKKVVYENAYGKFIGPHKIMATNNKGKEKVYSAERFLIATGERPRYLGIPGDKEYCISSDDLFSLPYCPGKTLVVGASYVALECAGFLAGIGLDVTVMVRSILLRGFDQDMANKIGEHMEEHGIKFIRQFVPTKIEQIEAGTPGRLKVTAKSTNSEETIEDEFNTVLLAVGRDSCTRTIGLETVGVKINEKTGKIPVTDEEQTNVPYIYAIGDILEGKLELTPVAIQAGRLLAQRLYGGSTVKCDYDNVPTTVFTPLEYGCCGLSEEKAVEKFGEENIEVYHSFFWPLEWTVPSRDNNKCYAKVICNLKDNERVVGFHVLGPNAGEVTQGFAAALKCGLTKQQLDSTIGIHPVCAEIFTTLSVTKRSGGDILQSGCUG
#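 Rat TrxR1, dispensed at 90 nM, was prereduced with 400 uM NADPH (final) for 5 min at ~22 deg C, then incubated with compound 15 min before 400 uM selenite. A first-read NADPH fluorescence drop versus no-compound background flagged substrates.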
# ALOX12 inh: blocks human arachidonate 12S-lipoxygenase; P18054; purified 12hLO, xylenol orange hydroperoxide absorbance; Potency, µM (series often up to 108 µM), inactives show at the top dose activity change, negative = inhibition, hits mostly inhibitors; 580,000 tested, 1.1% active; AID 1671190; further: on the % scale 0 is the no-effect control and ±100 the full control effect
#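 Purified human 12hLO (150 nM final) in 25 mM Hepes, 0.01% Triton X-100, pH 7.0 was preincubated 15 min at room temperature with compound. Then 40 uM arachidonic acid was added, 30 min. Hydroperoxide was read by Fe-XO absorbance ratio 573/405 nm.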
# Vif-APOBEC3F blk: inhibitors of Vif-A3F interaction. HeLa A3F-eYFP + Vif (tagged APOBEC3F with the HIV-1 protein that degrades it), YFP fluorescence increase. Potency, µM (doses to about 46.1 µM), for inactives: top-dose activity, negative = active. 390,000 tested, 0.2% active. AID 602313; further: % of control where 0% means no effect; nearly all actives have a fitted effect of over 65% in size
#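 HeLa cells stably expressing A3F-eYFP plus Vif, plated and incubated overnight at 37 deg C, then exposed to compounds overnight at 37 deg C. Blocked degradation read as raised yellow fluorescence (Ex 488/Em 500-530).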
# USP1 inh: inhibitors of human USP1/UAF1 deubiquitinase; O94782; recombinant USP1/UAF1, Ub-Rhodamine cleavage fluorescence; Potency, µM (series often up to 57.1 µM), for inactives: at the top dose activity change, negative = inhibition, most hits filed as inhibitors; 390,000 tested, 0.23% active; AID 743255; further: on the % scale 0 is the no-effect control and ±100 the full control effect; nearly all actives have a fitted effect of over 60% in size; inactives centre near -12
#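 USP1/UAF1 complex (1 nM) preincubated 15 min at room temperature with compound, then Ub-Rho substrate (150 nM final) added. Kinetic fluorescence at 480/540 nm over 6 reads at 60 s intervals; 50 mM HEPES pH 7.8, 0.5 mM EDTA, 0.1 mg/ml BSA, 1 mM TCEP, 0.01% Tween-20.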
# IDH1 R132H inh: blocks human mutant IDH1 R132H enzyme; IDH1-R132H enzyme, NADPH consumption, diaphorase/resazurin fluorescence; Potency, µM (titrated, usually from 76.6 µM), for inactives: top-dose activity change, negative = inhibition, usual class: inhibitors; 390,000 tested, 0.093% active; AID 602179; further: on the % scale 0 is the no-effect control and ±100 the full control effect; nearly all actives have a fitted effect of over 65% in size
#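 IDH1-R132H (0.5 ug/mL) preincubated 30 min with compound, then NADPH (0.016 mM) and alpha-KG (2 mM) added; 80 min at RT, pH 7.5. Remaining NADPH coupled via diaphorase/resazurin to fluorescence (540/590 nm); concentration-response curves normalized to no-enzyme control.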
# RGS4 inhibitor: inhibitors of human regulator of G protein signaling 4. P49798. Potency, µM (series often up to 114 µM), for the others: at the highest dose activity change, negative = inhibition, usual class: inhibitors. 390,000 tested, 0.039% active. Transcreener GDP fluorescence polarization, RGS4-accelerated GTP hydrolysis; further: on the % scale 0 is the no-effect control and ±100 the full control effect; nearly all actives have a fitted effect of over 75% in size; some results filed as inactive show a strong effect at the top dose
# Target sequence (P49798 whole entry, looked up): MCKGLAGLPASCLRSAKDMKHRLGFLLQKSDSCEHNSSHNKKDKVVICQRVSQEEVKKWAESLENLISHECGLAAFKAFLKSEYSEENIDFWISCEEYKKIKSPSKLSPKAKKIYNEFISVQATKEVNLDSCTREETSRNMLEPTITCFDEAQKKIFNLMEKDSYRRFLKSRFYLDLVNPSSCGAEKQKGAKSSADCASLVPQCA
#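 MLSMR compounds (23 nl, pin-transferred) preincubated 10 min at room temperature with a 500nM (2x) first reagent, then RGS4 at 900nM (2x) plus Transcreener GDP mix added; fluorescence polarization (620/688 nm) read before and after 90 min at 30 °C.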
# Vif-APOBEC3G blk: inhibitors of Vif-APOBEC3G interaction; HeLa A3G-eYFP + Vif (tagged APOBEC3G with the HIV-1 protein that degrades it), YFP fluorescence, overnight; Potency, µM (highest dose often 46.1 µM), without a hit: at the top dose activity, negative = active, actives largely listed as inhibitors; 410,000 tested, 0.076% active;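 further: on the % scale 0 is the no-effect control and ±100 the full control effect; nearly all actives have a fitted effect of over 60% in size; hits raise eYFP signal because A3G escapes Vif-driven loss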
# Target sequence (Q9HC16 whole entry, looked up): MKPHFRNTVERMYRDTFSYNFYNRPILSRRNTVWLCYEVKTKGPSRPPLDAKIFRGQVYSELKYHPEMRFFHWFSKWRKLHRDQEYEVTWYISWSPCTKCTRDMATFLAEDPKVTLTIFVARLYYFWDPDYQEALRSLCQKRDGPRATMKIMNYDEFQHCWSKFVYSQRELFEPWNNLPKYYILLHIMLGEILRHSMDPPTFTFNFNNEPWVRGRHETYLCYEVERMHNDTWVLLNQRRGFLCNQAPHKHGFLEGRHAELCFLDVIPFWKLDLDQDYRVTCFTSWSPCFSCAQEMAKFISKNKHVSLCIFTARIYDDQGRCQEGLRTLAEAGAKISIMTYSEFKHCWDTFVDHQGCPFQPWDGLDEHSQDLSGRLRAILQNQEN
#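 Read-out is eYFP fluorescence (Ex 488/Em 500-530) from Vif-expressing HeLa A3G-eYFP cells; more signal means A3G escaped Vif-mediated degradation. Cells plated overnight, compound pinned in, incubated overnight at 37 deg C.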
# TrxR1 inh: rat TrxR1 inhibition. O89049. recombinant rTrxR1, NADPH fluorescence consumption, selenite substrate. Potency, µM (top dose mostly 114 µM), for the others: at the top dose activity change, negative = inhibition, most hits filed as inhibitors. 390,000 tested, 1% active; further: on the % scale 0 is the no-effect control and ±100 the full control effect; nearly all actives have a fitted effect of over 65% in size
#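 Rat TrxR1 (90 nM in the dispensed reagent) was pre-reduced with 400 uM NADPH for 5 min at room temperature, then incubated with compound for 15 min. After 400 uM selenite was added, NADPH fluorescence (Ex 340/Em 450 nm) was followed for 8 min.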
# * hit, by the source's call; ? = inconclusive; · = not tested or not shown; & = joins results of further samples; [ ] = dose if it differs, or a comment. The call rests on the fitted dose curve; in most records, active means well fitted curve in the direction sought with a large enough effect; inconclusive means small, poorly fitted or top-dose-only effect, or another doubt; inactive means no such curve, though single readings can be large; an effect the other way counts as inactive or inconclusive. Potency means the concentration at half of the fitted maximal effect. Some of the compounds tested; rates above refer to the full screens.
SMILES,RXFP1 agonist,TrxR1 substrate,ALOX12 inh,Vif-APOBEC3F blk,USP1 inh,IDH1 R132H inh,RGS4 inhibitor,Vif-APOBEC3G blk,TrxR1 inh
COC(=O)C(C)n1cnc2c(nnn2-c2cccc(Cl)c2)c1=O (stereo not given),0.8%,-3.5%[57.1 µM],28.7%,3.3%,11.8%,-3.3%,-5.7%,0.0%,-16.2%[57.1 µM]
CCOC(=O)c1sc(NC(=O)Nc2ccc(Cl)cc2)nc1C,1.1%,1.1%,0.7%,0.1%,-15.5%,4.8%,-0.7%,0.4%,8.3%
C=CCn1c(SCC(=O)c2ccc(CNC(C)=O)o2)nc2scc(C3CC3)c2c1=O,2.5%,-0.6%,0.0%,·,-3.4%,0.5%,?,2.4%,?
CC(=O)c1sc(NC(=O)c2ccccc2F)nc1C,7.5%,-9.0%,18.4%,-1.4%,10.4%,-5.3%,14.7%,0.0%,11.6%
COc1cccc(N2CC(O)=C(c3ccccc3)C2=N)c1,-1.8%,-4.3%,-20.5%,-4.6%,-18.2%,0.2%,-30.9%,-6.2%,0.3%
CCN(CC(=O)NCc1ccccn1)S(=O)(=O)c1cc(Cl)ccc1Cl,1.5%,-4.9%[57.1 µM],6.8%,-2.8%,-22.4%,-9.4%,-5.8%,-0.1%,-7.3%[57.1 µM]
CC(CNc1ccc([N+](=O)[O-])c2cccnc12)Nc1c([N+](=O)[O-])cc(C(F)(F)F)cc1[N+](=O)[O-] (stereo not given),-0.6%,-8.1%,-3.9%,-15.7%,-5.6%,0.0%,10.7%,0.3%,3.0%
COCC(=O)N1CCC(Oc2ccc(C(=O)NC(C)c3csc(C)n3)cc2)CC1 (stereo not given),-0.7%,-5.4%,3.4%,0.0%,-11.3%,0.0%,23.7%[11.4 µM],0.9%,-3.1%
COc1cc(/C=C(\C#N)C(=O)Nc2cccc(C(=O)O)c2)ccc1OCc1ccc(F)cc1,0.4%,-3.4%[57.1 µM],-10.0%,-0.4%,-22.9%,-9.0%,-47.3%,0.0%,-7.1%[57.1 µM]
COc1ccc(N2CC(C(=O)NCCc3ccc(Cl)cc3)CC2=O)c(OC)c1 (stereo not given),-0.4%,16.7%,12.5%,-28.1%,-0.5%,7.3%,43.3%,-5.4%,37.4%[activator]
COc1ccc(NC(=O)COc2ccc(-c3nn(C)c(=O)c4ccccc34)cc2)cc1,22.9%&27.5%,-11.2%&4.5%,?,8.0%&-0.9%,-0.9%&-25.3%,3.7%&-0.8%,?,-0.2%&-4.1%,17.1%[57.1 µM]
COCCn1c(-c2ccccc2)cnc1SCC(=O)Nc1cccc2ccccc12,-2.5%,-8.8%,-0.8%,-12.3%,3.0%,0.0%,8.2%,-2.6%,-7.2%
COc1ccccc1NC(=O)CCNC(=O)Cn1ccc2ccccc2c1=O,-0.5%,10.0%,0.0%,-1.4%,-14.5%,-0.7%,-19.5%,3.2%,0.3%
Nc1nc2nonc2nc1N1CCCCC1,0.7%,-9.8%[57.1 µM],-28.7%,3.5%,-13.5%,5.9%,16.6%,-0.1%,-1.9%[57.1 µM]
COCCCNC(=O)CNC(=S)N(Cc1ccccc1)Cc1cccnc1,2.0%,3.4%,90.5%[activator],-17.2%,-17.4%,3.9%,16.7%,0.4%,5.4%
CCN1C(=O)/C(=C/N2CC(C)CC(C)C2)SC1=S (stereo not given),2.0%,7.7%[57.1 µM],-5.9%,-5.4%,-24.0%,3.3%,-9.0%,1.4%,-5.1%[57.1 µM]
Cc1ccc(C)c2nc(Cl)c(C#N)cc12,2.9%,16.8%[57.1 µM],0.0%,3.8%,-7.8%,26.9%,24.6%,0.9%,19.4%[57.1 µM]
COc1c2c(nc3occc13)C(CC=C(C)C)(OC)C(O)CC2 (stereo not given),-2.6%,-3.3%,2.6%,0.0%,-14.0%,1.2%,5.4%,-0.2%,-4.5%
O=C1c2ccccc2S(=O)(=O)c2cc(C(=O)N3CCN(c4ccc(Cl)cn4)CC3)ccc21,·,6.3%[57.1 µM],?,3.1%,-14.4%,4.7%,17.8%,3.2%,11.3%[57.1 µM]
Cc1ccc(S(=O)(=O)Nc2cc3c(cc2Cl)n(C)c(=O)c(=O)n3C)cc1,25.0%,-6.1%,?,3.7%,-9.7%,15.9%,5.1%,4.0%,4.8%
CCC(=O)Nc1ccc(C(=O)CSc2nnc(CNc3ccc(Cl)cc3)o2)cc1OC,0.7%,-4.5%,-14.7%,0.2%,-3.2%,1.0%,-5.8%,-0.3%,2.5%
NC(=O)c1ccc(NC(=O)COC(=O)CCc2ccc(S(=O)(=O)N3CCCCC3)cc2)cc1,-1.1%,-0.5%,10.7%,0.4%,-14.0%,-5.2%,25.9%,-4.8%,9.0%
Cc1ccc(CNC(=O)C2CCN(S(=O)(=O)c3cccc4nonc34)CC2)cc1,-0.2%&4.5%,0.7%&2.6%,7.9%&-10.1%,1.7%&-0.9%,-16.3%&-28.5%,8.6%&12.0%,-4.1%&9.7%,1.0%&1.7%,9.4%&17.6%
NC(=O)CSc1nnc(-c2cccc(S(=O)(=O)N3CCCCC3)c2)o1,5.0%,-1.1%,58.3%[activator],6.0%,-6.9%,-1.2%,9.6%,3.0%,2.8%
CC1CCc2c(sc3ncnc(SC(C)C(=O)NCC4CCCO4)c23)C1 (stereo not given),1.7%,-5.0%,0.5%,-17.0%,-4.2%,5.4%,10.7%,-20.1%,-1.3%
SMILES,RXFP1 agonist,TrxR1 substrate,ALOX12 inh,Vif-APOBEC3F blk,USP1 inh,IDH1 R132H inh,RGS4 inhibitor,Vif-APOBEC3G blk,TrxR1 inh
C[N+](C)(C)CCOP(=O)(O)OP(=O)([O-])OC[C@H]1O[C@@H](n2ccc(N)nc2=O)[C@H](O)[C@@H]1O,0.6%,0.7%[57.1 µM],·,3.9%,-28.3%,1.5%,31.7%[activator][56.9 µM],-0.9%,-6.4%[57.1 µM]
N#Cc1ccsc1NC(=O)CN1CCN(S(=O)(=O)c2ccccc2C(F)(F)F)CC1,-0.3%,-4.0%,20.8%,6.2%,-2.9%,2.2%,0.3%,-3.2%,7.3%
COc1ccc(Br)cc1C1NC(c2ccc3c(c2)OCO3)=CC(c2ccccc2O)N1 (stereo not given),·,9.5%[0.0914 µM],·,·,·,·,-20.6%,-6.1%,-6.1%
COc1ccc(-c2cc(=O)oc3cc(OCC(=O)N(C)C)ccc23)cc1,2.4%,-6.6%,4.4%,-6.2%,-22.7%,2.2%,-23.0%,-12.6%,-9.5%
COc1ccc(-c2cnc(N)nc2-c2ccc(OC)cc2)cc1,4.2%,-7.7%,0.0%,-8.8%,-11.5%,-3.0%,-8.4%,0.5%,-6.4%
O=C(/C=C/c1ccccc1)n1cnnc1SC/C=C/c1ccccc1,0.2%,-19.5%[57.1 µM],-9.5%,-4.8%,-23.4%,5.4%,-25.8%,2.0%,-52.8%
CC(C)NC(=O)Cc1ccc(Br)cc1,1.2%,6.9%,-15.9%,0.4%,-23.6%,6.4%,7.4%,0.7%,21.6%
CC(C)NC(=O)N(C)C[C@@H]1Oc2cc(C#Cc3ccccn3)ccc2S(=O)(=O)N([C@@H](C)CO)C[C@H]1C,·,·,?,0.2%,-26.7%,15.6%,·,-5.1%,·
Cc1cccn2c(=O)nc(SCC(=O)c3ccc(Cl)cc3)nc12,6.3%,-5.3%,-20.3%,-7.2%,-15.1%,0.8%,-10.5%,0.0%,-1.5%
Cc1nnc(SCC(=O)Nc2ccc(Oc3ccccc3)cc2)n1N,0.1%,-5.9%,0.0%,-7.0%,-5.5%,6.8%,-12.6%,0.2%,0.3%
Cc1nc(C)c(C(=O)NNC(=O)Nc2ccc(Cl)cc2)s1,0.3%,0.8%,478.0%[activator],4.7%,-22.7%,-0.9%,6.0%,-2.2%,10.8%
COC(=O)[C@]1(Cc2ccccc2)N[C@H](CN(C)S(=O)(=O)c2ccc(F)cc2)[C@@H]2C(=O)N(Cc3ccccc3)C(=O)[C@@H]21,·,-8.0%,4.8%,0.0%,-11.1%,-13.1%,10.4%,-1.6%,10.3%
O=C(Nc1nnc(Cc2ccccc2)s1)c1cccnc1,0.3%,2.5%[57.1 µM],-0.3%,3.4%,-12.0%,5.7%,-15.3%,0.0%,?
COc1cc(C(=O)OCC(=O)N2CC(C)OC(C)C2)cc(OC)c1OC (stereo not given),0.1%,1.1%,-20.9%,-6.0%,-3.7%,19.0%,9.1%,0.7%,13.7%
Cc1nc2ccc(NC(=O)c3ccco3)cc2s1,2.1%,-6.6%,-11.5%,2.0%,-19.6%,6.9%,-6.5%,0.3%,-9.0%
O=C(NC1CCCCC1)C(c1ccccn1)N(C(=O)c1csnn1)C1CC1 (stereo not given),0.7%,4.1%,-24.9%,-3.9%,-14.2%,-6.7%,?,-3.0%,17.0%
CCc1nonc1NC(=O)c1oc2ccccc2c1C,0.7%&0.3%,-0.7%&3.8%,6.8%&-18.3%,-5.2%,-25.2%&-16.1%,0.5%,3.2%&-14.8%,0.1%,7.5%&8.7%
CC(=O)OC(C)C(=O)NS(=O)(=O)c1ccc(C)cc1 (stereo not given),4.3%,0.8%,-6.3%,6.4%,-11.5%,-0.4%,7.4%,2.6%,20.1%
